# Screening results deposited in PubChem BioAssay by Sanford-Burnham Center for Chemical Genomics.
# TAG inh: reduces triacylglycerol accumulation in H9c2 cells; Nile Red lipid (TAG) fluorescence; cells loaded with 200 µM oleic acid; inhibition, % at 12.5 µM; hit rate 0.66% among 230,000; AID 651582;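 active = pattern-corrected inhibition of lipid staining of at least 50% with the nuclear-stain viability signal not falling by more than 50%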;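 note: 0% = DMSO wells and 100% = triacsin C control wells; some results filed as inactive read as strong as hits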
# TAG inh DAPI viability: also measured in TAG inh; calls as there; DAPI nuclei signal change (viability), lower = more cytotoxic, %;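 whole-well DAPI fluorescence read on a plate reader as a viability signal; minus 50 percent equals half of cells still viable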
# * = called active by the depositor. Only part of the results is shown (hit frequency here may not be typical).
# The line under a structure holds: TAG inh DAPI viability, TAG inh
1) CCCCn1nc(C(=O)NCC(c2cccs2)N2CCOCC2)c2ccccc2c1=O (configuration not stated)
    0, 1
2) Cc1cc(C)c(S(=O)(=O)N/N=C/c2ccc([N+](=O)[O-])o2)c(C)c1
    0, 0
3) COc1ccc(NS(=O)(=O)c2c(C)[nH]c(=O)[nH]c2=O)c(OC)c1
    -10, 21
4) Cc1ccc(NC=C(S(=O)(=O)c2ccccc2)S(=O)(=O)c2ccccc2)c(C)c1
    2, -28
5) CN(c1ccccc1)S(=O)(=O)c1ccc(C(=O)NCc2ccccc2CN2CCCC2)cc1
    -2, 5
6) COc1cccc(-c2ccc(NC(=O)C3CCCN(Cc4cnc(C)s4)C3)cc2)c1 (configuration not stated)
    4, 8
7) O=C1NC(Cc2ccc(O)cc2)c2nc3cc(Cl)ccc3c(=O)n2-c2ncccc21 (configuration not stated)
    8, -14
8) CCN1CCN(c2ncnc3c2sc(=S)n3-c2ccccc2)CC1
    -6, 20
9) Cc1ccc(NC(=O)c2cccnc2)cc1S(=O)(=O)N1CCOCC1
    -3, 4
10) Cn1nnnc1SCC(=O)NC(=O)Cc1ccccc1
    1, 2
11) O=C(c1cc(S(=O)(=O)N2CCOCC2)ccc1Cl)N1CCC(Cc2ccccc2)CC1
    -2, -18
12) COc1ccc(S(=O)(=O)N2CCOC2CNC(=O)C(=O)NCc2ccccn2)cc1 (configuration not stated)
    1, 18
13) CCOC(=O)[C@@H]1[C@H]2COc3cc(OC)ccc3[C@@H]2N2C(=O)N(c3cccc(F)c3)C(=O)[C@@]12C
    -1, 4
14) CCOc1ccc(CCNC(=O)C2CCN(c3nnc(-n4cccc4)s3)CC2)cc1OCC
    -6, 28
15) C=CC[C@@H](CC(=O)N[C@H](CO)Cc1ccccc1)C(=O)N[C@@H](COC(=O)[C@H](CC=C)CC(=O)OC(C)(C)C)Cc1ccccc1
    -12, 9
16) CCC(=O)N1CCC(C)(C(=O)NCc2cccc(OC)c2)C1 (configuration not stated)
    4, -4
17) Cc1ccc2nc(Cn3cc(C(F)(F)F)cc(Cl)c3=O)cc(=O)n2c1
    9, 1
18) Cc1cc(C(=O)COC(=O)c2ccccc2Br)c(C)n1CC1CCCO1 (configuration not stated)
    -4, 9
19) Cc1ccc(-c2cc(C(F)(F)F)n3ncc(C(=O)NCc4ccco4)c3n2)cc1
    -7, 36
20) C[C@@H]1CN([C@H](C)CO)C(=O)CCCn2nncc2CO[C@@H]1CN(C)C(=O)c1ccc(N2CCN(C)CC2)cc1
    0, 3
21) CCN(CC)C(=O)c1cccc(-c2csc(C(C)(O)c3ccncc3)n2)c1 (configuration not stated)
    -1, -22
22) O=C(Cn1cnc2ccccc2c1=O)NCCCN1CCCC1=O
    -1, -38
23) COc1ccc2[nH]c3c(=O)n(Cc4ccc(C(=O)NCC5CCCO5)cc4)c(=S)[nH]c3c2c1 (configuration not stated)
    -3, 12
24) O=C(c1ccc2c(c1)[nH]c(=S)n1c3ccccc3nc21)N1CCN(c2cccc(Cl)c2)CC1
    5, 1
25) CCC1CCCCN1CCCNC(=O)c1cc2c(=O)[nH]c3ccccc3c2n1C (configuration not stated)
    1, 18
26) Cc1ccccc1-n1c(O)c(C=NC2CCS(=O)(=O)C2)c2ccccc2c1=O (configuration not stated)
    -8, 9
27) COc1ccccc1C(=O)N/C(=C\c1ccc(Br)cc1)C(=O)NCCC(=O)O
    -2, -1
28) Cc1ccccc1C(=O)NCc1ccncc1
    -16, 7
29) Cc1ccc(S(=O)(=O)N2CCC(C(=O)N/N=C/c3ccncc3)CC2)cc1
    -8, 12
30) COc1ccc(-c2cc(-c3ccccc3)nc3ncnn23)cc1
    108, 5

# Down the list, quoted from above:
# Nos. 24–29 in TAG inh DAPI viability: 5, 1, -8, -2, -16, -8

# Later entries
# The line under a structure holds: TAG inh DAPI viability, TAG inh
31) Cc1ccc(S(=O)(=O)NCC(=O)NCC(=O)N2CCN(c3ncccn3)CC2)cc1C
    -1, 11
32) Cc1ccc(NC(=S)Nc2cccc(-c3n[nH]c(=S)o3)c2)cc1
    1, -14
33) C=CCNC(=O)CN1C(=O)CSc2ccc(S(=O)(=O)N3CCOCC3)cc21
    -2, 5
34) CC(C)C(=O)Nc1cccc(NC(=S)NC(=O)c2ccc3c(c2)OCO3)c1
    -7, 21
35) O=C(CCCc1nc(-c2ccccc2Cl)no1)N1CCOCC1
    -2, 2
36) COc1ccc(C(=O)O)cc1S(=O)(=O)NCCN(C)C
    1, 1
37) CCOc1ccc(CCNC(=O)C2CSC3(C)CCC(=O)N23)cc1OCC (configuration not stated)
    0, 24
38) O=[N+]([O-])c1ccccc1S(=O)(=O)Nc1ccc(S(=O)(=O)N2CCCC2)cc1
    2, -1
39) COc1cccc(-n2c(SCC(=O)c3c[nH]c4ccccc34)nc3ccccc3c2=O)c1
    -4, 1
40) CC(C)OCCCNC(=O)c1ccc2c(c1)S(=O)(=O)c1ccccc1C2=O
    -3, 6
41) CC(C)(C)c1ccc(C(=O)OCCNC(=O)c2c(Cl)nc3ccccn23)cc1
    -14, 8
42) CC(O)CNCCCCOc1ccc(OCc2ccccc2)cc1 (configuration not stated)
    51, 7
43) Cc1cccn2c(=O)cc(COC(=O)C(C)Oc3ccccc3)nc12 (configuration not stated)
    2, 13
44) O=C(NNc1c(Cl)cccc1Cl)c1c(F)cccc1Cl
    -5, 2
45) CC(=O)NC1CC2CCCC(C1)N2CC(=O)NCc1ccc(F)cc1 (configuration not stated)
    -12, -5

# From no. 31 to 34, as listed above:
# The line under a structure holds: TAG inh DAPI viability, TAG inh
31) Cc1ccc(S(=O)(=O)NCC(=O)NCC(=O)N2CCN(c3ncccn3)CC2)cc1C
    -1, 11
32) Cc1ccc(NC(=S)Nc2cccc(-c3n[nH]c(=S)o3)c2)cc1
    1, -14
33) C=CCNC(=O)CN1C(=O)CSc2ccc(S(=O)(=O)N3CCOCC3)cc21
    -2, 5
34) CC(C)C(=O)Nc1cccc(NC(=S)NC(=O)c2ccc3c(c2)OCO3)c1
    -7, 21

# Other results follow.
# The line under a structure holds: TAG inh DAPI viability, TAG inh
46) CN(Cc1nc(-c2cnccn2)no1)C1CC(C)(C)NC(C)(C)C1
    -7, 10
47) CC(Oc1ccccc1)C(=O)N1CCN=C1SCc1ccccc1F (configuration not stated)
    3, -2
48) CN(C)C(=O)c1ccc(NC(=O)CN2C(=O)NC3(CCCc4ccccc43)C2=O)cc1 (configuration not stated)
    -13, -2
49) Cc1ccc(S(=O)(=O)N2CCN(C(=O)COC(=O)Cc3ccc(F)cc3)CC2)c(C)c1
    1, -29
50) O=C(Nc1cc(S(=O)(=O)N2CCOCC2)ccc1N1CCOCC1)c1ccccc1[N+](=O)[O-]
    -3, 8
51) O=C(C1=C[C@@H](c2ccccc2)C[C@@H](OCc2ccc(CO)cc2)O1)N1CCN(Cc2ccc3c(c2)OCO3)CC1
    0, -8
52) CO/N=C(\N)c1nonc1N
    1, 0
53) Cc1ccnc(SCC(=O)Nc2oc(-c3ccccc3)c(-c3ccccc3)c2C#N)n1
    19, -1
54) Cc1ccc(CCNC(=O)c2cccc(NC3=NC4CS(=O)(=O)CC4S3)c2)cc1 (configuration not stated)
    -8, 7
55) Cc1ccc(S(=O)(=O)N2CCOCC2)cc1NC(=O)CN1C(=O)NC2(CCCC2)C1=O
    -2, 0
56) C/C(=N/NC(=O)C(C)n1nc(C)c([N+](=O)[O-])c1C)c1ccc(OCC(N)=O)cc1 (configuration not stated)
    -10, 0
57) CN/C(=C\[N+](=O)[O-])NCCSCc1ccc(CN(C)C)o1
    11, -3
58) O=C(COc1ccc(Br)cc1)N1CCOCC1
    -13, -7
59) COC(=O)c1cc(Oc2ccc(S(=O)(=O)N3CCOCC3)cc2[N+](=O)[O-])cc(C(=O)OC)c1
    -2, 2
60) O=C(c1cccc2c1-c1ccccc1C2)N1CCCCC1
    3, -7
61) Cc1ccccc1CC(=O)Nc1sc(C(C)C)cc1C(=O)N1CCOCC1
    1, 7
62) O=C(NCCc1c[nH]c2ccccc12)c1ccc(Br)o1
    0, 7
63) COc1ccc(C(=O)CSc2nccn2C)c(OC)c1
    -2, -3
64) Cc1ccc(C(C(=O)NCc2ccco2)N(Cc2ccco2)C(=O)CNC(=O)c2ccco2)cc1 (configuration not stated)
    -13, -5
65) Cc1ccc(C)c(NC(=S)Nc2ncccc2C)c1
    0, -6
66) CCOC(=O)c1c(C)[nH]c(C)c1C(=O)COC(=O)c1cc2ccccc2cc1O
    -7, 4
67) Cc1ccc(SCCC(=O)Nc2cccc(N(C)S(C)(=O)=O)c2)cc1
    5, 26
68) COc1ccc(/C=C/C(=O)NCc2ccc3c(c2)OCO3)cc1OC
    3, -5
69) O=C(OCC(=O)N1CCCCC1)c1cccs1
    -8, 1
70) COc1ccccc1C(CC(N)=O)c1ccco1 (configuration not stated)
    1, -4
71) Cc1nonc1CC(=O)N1CCc2c([nH]c3ccccc23)C1c1ccccc1F (configuration not stated)
    2, -7
72) Cc1ccc(C)c(N2CCN(S(=O)(=O)c3ccc4[nH]c(=O)ccc4c3)CC2)c1
    2, -3
73) CCn1c(SCC(=O)N/N=C/c2ccncc2)nc2ccccc21
    7, -7
74) N#Cc1c(N2CCOCC2)nsc1-c1ccc(C(F)(F)F)cc1
    1, -6
75) CCOc1ccc(-n2c(=O)c3sccc3n(CC(=O)Nc3cccc(OC)c3)c2=O)cc1
    -7, 2
76) CC1CCC(NC(=O)COC(=O)c2n[nH]c(=O)c3ccccc23)CC1 (configuration not stated)
    -4, 1
77) Cc1cc(C(=O)CSc2nc3ccccc3o2)c(C)n1CC1CCCO1 (configuration not stated)
    8, -21
78) Cc1nnc(NC(=O)C2CCCN(S(=O)(=O)c3ccccc3C(F)(F)F)C2)s1 (configuration not stated)
    8, -15
79) CN(Cc1ccccc1)C(=O)c1[nH]cnc1C(=O)Nc1ccc(Br)cc1F
    6, 2
80) COCCNC(=O)C(c1ccccc1)N(Cc1cccs1)C(=O)Cn1nnc2ccccc21 (configuration not stated)
    -8, 9
81) c1ccc(Cn2c(NCc3ccncc3)nc3ccccc32)cc1
    0, -16
82) c1ccc(N/N=C(\Cc2ncc[nH]2)c2ccccc2)cc1
    7, 0
83) O=CNc1cc(-c2ccoc2)cn2c(-c3ccc(F)cc3)cnc12
    2, 18
84) CCOc1ccc(-c2cc(C(=O)N/N=C(\C)c3cccnc3)c3ccccc3n2)cc1
    10, -26
85) CSCC[C@H](NC(=O)Nc1ccc(C)cc1C)C(=O)O
    1, 0
86) CC1CC(NC(=O)/C(C#N)=C/c2ccc[nH]2)CC(C)(C)C1 (configuration not stated)
    6, 8
87) CCc1cc2c(-c3ccccc3)cc(=O)oc2cc1OCC(C)=O
    3, -6
88) OCc1cn(-c2ccccc2)nc1-c1ccc(Br)cc1
    2, 0
89) Cc1ccccc1C(=O)Nc1ccnn1C1CCN(Cc2cnn(C)c2)CC1
    2, 1
90) CC1=Nc2cccc([N+](=O)[O-])c2NC(=O)C1
    7, 8
91) Cc1onc(-c2c(F)cccc2Cl)c1C(=O)OCn1nnc2ccccc2c1=O
    -2, -19
92) Cc1cc(C)c(NC(=O)COC(=O)c2c(C)noc2C)c(Cl)c1
    4, -20
93) COc1ccc(C(CNC(=O)COc2ccccc2C)N2CCCC2)cc1 (configuration not stated)
    9, -40
94) N#CC[C@H](Cc1ccccc1)N1CCN(Cc2ccccc2)CCC1=O
    -2, 1
95) Nc1ccc(N2N=C(N3CCCC3)CC2=O)cc1
    4, -12
96) CC(=O)c1ccccc1NC(=O)CCN1C(=O)C2CCCCC2C1=O (configuration not stated)
    1, -28
97) CN(c1ccc(C(=O)N2CCCCC2)cc1)S(=O)(=O)c1ccccc1
    6, -8
98) C=CCn1c2ccccc2c(=O)c2cc(C#Cc3ccccn3)ccc21
    45, -2
99) Cc1nc2ccc(C(=O)N(C)Cc3ccco3)cn2c1N(C)C(=O)CCc1ccccc1
    0, -2
100) CN(C(=O)CCc1ccccc1)c1nnc(-c2ccncc2)s1
    -1, -5
101) Cc1cc(C)c(C#N)c(N2CCN(C(=O)C3COc4ccccc4O3)CC2)n1 (configuration not stated)
    -3, 6
102) CC(C)CNC(=O)CSc1ccc(Cl)cc1
    -2, 3
103) Cc1ccc(NCc2nnc(SCC(=O)NCc3ccco3)n2CC2CCCO2)cc1Cl (configuration not stated)
    0, 20
104) COCCNC(=O)Cn1cc(C(=S)N2CCOCC2)c2ccccc21
    0, 4
105) Cc1cccc(NC(=O)c2cc3n(n2)C(C(F)(F)F)CC(C2CC2)N3)c1C (configuration not stated)
    -7, 5

# Filtered by structure: the entries above containing bromine
# The line under a structure holds: TAG inh DAPI viability, TAG inh
18) Cc1cc(C(=O)COC(=O)c2ccccc2Br)c(C)n1CC1CCCO1 (configuration not stated)
    -4, 9
27) COc1ccccc1C(=O)N/C(=C\c1ccc(Br)cc1)C(=O)NCCC(=O)O
    -2, -1
58) O=C(COc1ccc(Br)cc1)N1CCOCC1
    -13, -7
62) O=C(NCCc1c[nH]c2ccccc12)c1ccc(Br)o1
    0, 7
79) CN(Cc1ccccc1)C(=O)c1[nH]cnc1C(=O)Nc1ccc(Br)cc1F
    6, 2
88) OCc1cn(-c2ccccc2)nc1-c1ccc(Br)cc1
    2, 0

# Remaining list, next part:
# The line under a structure holds: TAG inh DAPI viability, TAG inh
106) COC(=O)Cn1c(=NC(=O)c2cc(OC)cc(OC)c2)sc2cc(OC)ccc21
    65, 5
107) O=C(CSc1nncn1-c1ccccc1F)NC1CCCCC1
    -3, 19
108) COC(=O)c1sccc1NC(=S)N1C(C)CCCC1C (configuration not stated)
    7, -5
109) CCOc1ccc(N(CC(=O)Nc2ccc(OC)cc2)S(=O)(=O)c2c(C)noc2C)cc1
    3, -3
